Assay outcomes as filed in PubChem BioAssay.
12-LOX inh: inhibitors of human 12S-lipoxygenase ALOX12; P18054; purified 12hLO, xylenol orange hydroperoxide absorbance; Potency, µM (titrated, usually from 108 µM), inactives show at the top dose activity change, negative = inhibition, hits mostly inhibitors; hit rate 1.1% among 580,000; AID 1671190; active = well fitted inhibition curve with a large enough effect; inconclusive = small, poorly fitted or top-dose-only effect, or another doubt; inactive = no such curve, though single readings can be large or run the other way
Target sequence (P18054 whole entry, looked up): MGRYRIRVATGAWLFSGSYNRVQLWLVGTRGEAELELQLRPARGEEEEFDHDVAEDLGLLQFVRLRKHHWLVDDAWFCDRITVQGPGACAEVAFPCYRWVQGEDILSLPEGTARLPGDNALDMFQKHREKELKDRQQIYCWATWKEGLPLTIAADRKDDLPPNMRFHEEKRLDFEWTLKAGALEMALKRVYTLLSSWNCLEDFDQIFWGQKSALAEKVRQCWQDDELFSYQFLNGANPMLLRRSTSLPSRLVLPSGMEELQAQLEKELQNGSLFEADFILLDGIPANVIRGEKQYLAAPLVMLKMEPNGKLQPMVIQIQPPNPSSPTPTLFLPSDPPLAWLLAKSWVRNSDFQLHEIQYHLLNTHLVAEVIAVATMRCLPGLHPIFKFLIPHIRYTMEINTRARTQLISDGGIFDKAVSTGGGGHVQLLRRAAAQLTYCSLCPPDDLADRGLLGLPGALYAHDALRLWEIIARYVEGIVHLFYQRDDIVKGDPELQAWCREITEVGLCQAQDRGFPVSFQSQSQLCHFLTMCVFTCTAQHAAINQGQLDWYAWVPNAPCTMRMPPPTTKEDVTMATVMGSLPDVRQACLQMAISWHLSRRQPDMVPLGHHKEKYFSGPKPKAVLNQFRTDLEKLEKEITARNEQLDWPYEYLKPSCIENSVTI
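Purified human 12hLO (150 nM final) in 25 mM Hepes, 0.01% Triton X-100, pH 7.0 was preincubated 15 min at room temperature with compound. Then 40 uM arachidonic acid was added, 30 min. Hydroperoxide was read by Fe-XO absorbance ratio 573/405 nm.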
Starred values were filed as active, the others as inactive; ? = inconclusive; [ ] = remark or other dose. % is set by controls: 0 for no effect and ±100 for the full control effect; potency is the fitted concentration of half-maximal effect. Not all compounds are listed, so the mix of outcomes need not match the whole.

SMILES	12-LOX inh
Cc1nc2ccccc2nc1SCC(=O)N1CCOCC1	1%
Nc1nccnc1C(=O)NCc1ccc(COCC(F)(F)F)cc1	-4%
COCCn1c(=O)n([C@H]2CCCN(C(=O)c3ccn[nH]3)C2)c2ncccc21	5%
CN(CC1CCOCC1)S(=O)(=O)c1ccccc1Cl	4%
CCOc1ccc(-c2nc(CN3CCN(C(=O)NC4CCCCC4)CC3)c(C)o2)cc1	-3%
Clc1cc(Cl)c(N/N=C/c2ccc(Br)cc2)c(Cl)c1	?
O=c1c2nc(Nc3cccc(F)c3)ccc2ncn1-c1ccccc1	9%[176 µM]
CNC(=O)NC[C@H]1CCN(C2CCSCC2)C[C@H]1N(C)C	48%[activator]
CC(C)c1ccc(CNc2ncncc2-c2nc(-c3ccccc3)no2)cc1	31%
Cc1cn2nc(C(=O)NCc3ccccc3F)cc2c(=O)[nH]1	30%
CC(NC(=O)CSCc1cccs1)C1CCCO1 (stereo not drawn)	?
O=C1NCc2ccccc2CC12CCCCN2Cc1cccc(F)c1 (stereo not drawn)	6%[6.33 µM]
COC(=O)c1ccc(/C=C2\Oc3cc(OC(=O)C(C)(C)C)ccc3C2=O)cc1	?
O=C(Nc1nccs1)c1csc(NC2CCCC2)n1	60%[activator]
O=C1C(OCC2CC2)C2(CCOCC2)N1C1CCNCC1 (stereo not drawn)	61%[activator]
CC(C)(C)CC(=O)N[C@H]1C[C@@H](Cc2cc(CN3CCN(c4ccccc4)CC3)on2)C1(C)C	-1%
O=C(Cn1c(NCc2ccccc2)nc2ccccc21)N1CCN(c2ccccc2)CC1	1%
O=C(NCC(O)c1ccc(F)c(F)c1)Nc1cccc(Cl)c1Cl (stereo not drawn)	?
NC1CCCCN(Cc2cnc(-c3ccco3)nc2)C1 (stereo not drawn)	40%[activator]
CCCNc1c(NC(=O)c2ccccc2C)c(=O)oc2ccccc12	4%
Cc1ccc(C(=O)N2CCC(OC3CCN(C)CC3)CC2)cc1F	14%
N#Cc1ccccc1-c1ccc(COC(=O)c2ccco2)cc1	-2%
CCc1nc(-c2ccccc2)n2cc[nH]c(=O)c12	35%[activator]
COc1cccc(-c2cc3c(=O)n(CCNC(=O)c4ccc(OC)c(F)c4)ccn3n2)c1	0%
CCc1ccc(NC(=O)N2CCc3c(c4ccccc4n3C)C2)cc1	54%[activator]
O=C(NCc1nnc2cc(-c3nc(C4CC4)no3)ccn12)c1ccoc1	50%[activator]
COc1ccccc1N1CCN(C(=O)COCC(=O)NCCc2ccccc2)CC1	3%
CCC[C@H](N)C(=O)N1CCC2(CCC(=O)N(Cc3cnc(C)cn3)C2)CC1	4%
O=C(NCCc1cnc[nH]1)C1CCCN(C2CCOCC2)C1 (stereo not drawn)	34%[activator]
O=C(Cc1cccnc1)NCC(=O)N1CCCCCCNC(=O)CC1c1ccccc1 (stereo not drawn)	3%
COc1ccc2c(c1)[C@@H](NCc1ccccn1)[C@H](C)[C@@H](c1ccccc1)N2C(=O)NC(C)C	-16%
C/C(=N\NC(N)=S)C1CCCCCCCCCCC1	-65%
O=C(c1cccc(Cl)c1)N1CCN(c2nc3ncccc3o2)CC1	30%
CCOC(=O)C1=CN(CC(=O)Nc2ccc(F)cc2C)S(=O)(=O)N=C1C	40%[activator]
Cc1ccsc1C(=O)N1CCC(c2nc(-c3ccccc3)no2)C1 (stereo not drawn)	-5%
CCS(=O)(=O)N1CC(F)(F)C[C@H]1c1nc(C2CC2)no1	24%
CC(NC(=O)c1cccc(S(=O)(=O)Nc2ccc3c(c2)OCO3)c1)c1cccc(Cl)c1 (stereo not drawn)	?
c1csc(C(Nc2ccc3nnnn3n2)c2ccc3c(c2)CCC3)c1 (stereo not drawn)	?
CS(=O)(=O)N1CCC(OC2CCN(C(=O)NCc3ccccc3)CC2)CC1	35%[activator]
Cn1ccc2c(C(=O)NCc3cccnc3)nc(-c3ccc(CO)cc3)cc21	-1%[176 µM]
CC(C)(Oc1ccc(Cl)cc1)C(=O)N1CCN(c2ncccn2)CC1	4%
COc1ccc(C(=O)N2CCC(c3nn(-c4ccc(Cl)cc4)c(=O)[nH]3)CC2)cc1	35µM*
O=C(Nc1ccc(Cl)c(C(F)(F)F)c1)c1ccc(F)cc1F	-2%
Fc1ccccc1-c1csc(NCc2ccco2)n1	-5%
Cc1cccc(OCCc2noc(C3CCCCN3C(=O)c3ccc(C)nc3)n2)c1 (stereo not drawn)	40%[activator]
COc1ccc(C(=O)Nc2ccc(C)c3ncccc23)c(OC)c1	0%
CC(C)(C)OC(=O)/C=C/[C@H]1Cc2ccccc2N1	-27%
O=C(NN1CCOCC1)c1ccn(COc2ccc(Br)cc2)n1	31%[activator]
Cc1cccc(C(=O)N2CCCCCCNC(=O)[C@@H]3C[C@@H](c4nc(-c5cccnc5)no4)C[C@@H]32)c1	3%
Cc1ccc(CNC(=O)CN2C(=O)NC3(CCOCC3)C2=O)cc1	29%
COc1ccc(C(=O)OCCN(C)C2CN(Cc3cn(Cc4cccc(C)c4)nn3)S(=O)(=O)C2)cc1OC (stereo not drawn)	?
CCNC(=O)c1ccc(CC2CCN(C(C)=O)CC2)cc1	41%[activator]
Cc1ccc2c(C)nc(Nc3nccc(C)n3)nc2c1	7%
COCC1CN(C(C)=O)CC12CCN(C(=O)COc1ccccc1)CC2 (stereo not drawn)	28%
N#CCCNC(=O)COC(=O)/C=C/c1cccc2cccnc12	-69%
CC(C)OC(=O)c1cc2cc(Br)ccc2oc1=O	-15%
CCCC12CN3CC(C)(CN(C1)C31C(=O)N(C)c3ccccc31)C2=O (stereo not drawn)	13%
CN(C)S(=O)(=O)N1CCn2nc(CN3CCCOCC3)cc2C1	6%
COc1cccc(Cn2c(=O)c(-c3noc(C)n3)c3n(c2=O)CCCCC3)c1	7%
O=C(Nc1ccc2c(c1)CCC2)c1c(F)cccc1F	-12%

An excerpt of these results, with bars between the fields.
Structure | 12-LOX inh
CN(C)S(=O)(=O)N1CCn2nc(CN3CCCOCC3)cc2C1 | 6%
Cc1cccc(C(=O)N2CCCCCCNC(=O)[C@@H]3C[C@@H](c4nc(-c5cccnc5)no4)C[C@@H]32)c1 | 3%

A stretch from further up:
SMILES	12-LOX inh
COc1cccc(Cn2c(=O)c(-c3noc(C)n3)c3n(c2=O)CCCCC3)c1	7%
O=C(Nc1ccc2c(c1)CCC2)c1c(F)cccc1F	-12%

The results go on:
SMILES	12-LOX inh
Cc1cc(C(=O)N2CCC3(CC2)CC(N(Cc2ccccc2)C2CC2)CCO3)n(C)n1 (stereo not drawn)	34%
Cc1nc(Oc2ccc(F)cc2)c2c3c(sc2n1)CCCC3	-28%
COc1ccc(Cl)cc1C(=O)N1CCC(n2cc(-c3nc(C)no3)nn2)CC1	25%
CCc1noc(-c2cccn3c(CNC(=O)c4ccc(OC)c(F)c4)nnc23)n1	66%[activator]
Cc1ccccc1-c1nc2cc(NC(=O)c3ccco3)ccc2o1	?
CCN(CC)C(=O)N1CC(Oc2ccc(-c3noc(COC)n3)cc2)C1	8%
CC1(C)CC(=O)C2=C(C1)N(c1ccc(C(F)(F)F)cc1)C(=O)CC2c1cccs1 (stereo not drawn)	49%[activator]
COc1ccc(/C=C(/C(=O)O)c2cccs2)cc1	?
CN(C)c1ccc2ncc(Nc3ccccc3Cl)n2n1	-10%[176 µM]
O=C1[C@@H]2C[C@@H](CN2C(=O)c2ccno2)Oc2ccccc2N1Cc1ccc(OC(F)(F)F)cc1	-51%
O=C(C1CCCC1)N1CCC2(CC1)N(Cc1cccc(F)c1)C(=O)CS2=O (stereo not drawn)	10%
O=C(Nc1ccccc1F)N1CCCCCC1c1nc(-c2cccnc2)no1 (stereo not drawn)	39%[activator]
Cc1ccccc1N(C)C1CN(C(=O)c2ccccc2)C1	5%[12.5 µM]
C[C@@H]1CN(Cc2ccc3c(c2)CN(C(=O)c2ccc(Oc4ccccc4)o2)CCO3)C[C@H](C)O1	13%
CCOC(=O)c1cccc(Nc2nc3ccccc3nc2NS(=O)(=O)c2ccccc2)c1	-22%
Cc1ccc2nc(-c3cccc(Br)c3)c(Cc3cccc(F)c3)n2c1	2%
CC(C)NC(NC(=O)c1cccs1)C(Cl)(Cl)Cl (stereo not drawn)	27%
O=C(NCc1nnc2n1C(C(=O)N1CCN(c3ncccn3)CC1)CC2)C1CC1 (stereo not drawn)	17%[6.33 µM]
Cc1cc(OCc2nnc(SCc3cc(=O)c4cc(C(N)=O)ccc4[nH]3)n2C)cc(C)c1Cl	?
CN(CCc1noc(C2CC2)n1)C(=O)c1cc(-c2ccc(O)cc2)n[nH]1	18%
c1ccc(Oc2cc3c(cn2)NCCN(CC2CCOCC2)C3)cc1	?
CN(C)CC(=O)N1CCC2(C1)CN(C)c1ccc(C(=O)NCc3cccs3)cc12 (stereo not drawn)	19%[176 µM]
Cc1ccc(NC(=O)c2cc3cc(Cl)ccc3oc2=O)cc1	-5%
CCCn1ccc2sc(C)c(C(=O)NC(C)c3ccc(OC)c(OC)c3)c2c1=O (stereo not drawn)	-5%
O=C(c1ccccc1Cl)N1CCc2nc(-c3ccc(Cl)cc3)nc(-c3ccccc3)c2C1	-4%
COc1ccc(Cc2nc3c4c(ncn3n2)Oc2cc(O)ccc2C4c2ccc(OC)cc2)cc1 (stereo not drawn)	16%
Cc1ccc(C(=O)N2CCC3(CC2)CC(CO)N(C(=O)c2ccccc2)C3)cn1 (stereo not drawn)	20%
O=C1NCCCCCCN(C(=O)CCc2nc3ccccc3s2)[C@H]2CCC[C@@H]12	28%
CN1C(=O)CC[C@]2(C(=O)NC3CC3)CCCC[C@@H]12	17%
CN1[C@@H](CCC(=O)NCc2ccccc2)CNC(=O)[C@@H]2[C@H]1CCN2Cc1csnn1	49%[activator][176 µM]
O=C(Cn1ccn2nc(-c3ccc(F)cc3)c(CO)c2c1=O)Nc1ccc(F)cc1F	8%
O=C1CCN(C(=O)c2cccs2)CCCC(C(=O)N2CCN(c3ccccn3)CC2)CCN1 (stereo not drawn)	15%
CC(C)c1ccc(/C=C/C(=O)N2CCN(C/C=C/c3ccccc3)CC2)cc1	15%
c1ccc2c(CNC3CC3)cccc2c1	1%
Cc1cccc(OCC2(CNC(=O)c3ccc(F)cc3)C[C@@H](O)[C@@H](O)C2)n1 (stereo partly drawn)	106%[activator][176 µM]
Cc1ccc(CNC(=O)Cn2c(N3CCCCC3)nc(C)c(C)c2=O)cc1	30%[activator]
Cc1cc(C(=O)N2C[C@@H](CN(C)C)[C@@H](CO)C2)cs1	20%
Cc1ccc(-c2csc(C(C#N)=C3CCC(C)CC3)n2)cc1 (stereo not drawn)	?
Cc1ccc(C)c(CNC(=O)c2ccc3c(c2)N(S(=O)(=O)c2ccccc2)CC3)c1	8%
CCC(=O)N1CCC(Oc2ccc(C(=O)N3CCCCC3)cn2)C1 (stereo not drawn)	4%
COCC(=O)NC1CCC12CCN(C(=O)c1cccc(C#N)c1)CC2 (stereo not drawn)	52%[activator]
CN(CCc1ccccn1)C(=O)COc1ccc(NC(=O)C2CC2)cn1	4%
O=C(Cn1c(NCc2ccccc2)nc2ccccc21)N1CCCCC1	2%
Cc1ccccc1C(=O)NC(Nc1ccccc1)C(Cl)(Cl)Cl (stereo not drawn)	-4%
CC(C)CNc1nc(Br)cnc1N	-1%
Cn1c(SCc2nc3ccccc3c(=O)[nH]2)nnc1-c1cccnc1	-1%
O=C(OC1CCCCC1=O)c1cccc(Br)c1 (stereo not drawn)	?
CC1(C)CCC[C@]2(C)[C@H]3CCO[C@]3(C)CC[C@@H]12	9%[176 µM]
Cc1ccc(OCc2nc(C3CCCCN3C(=O)c3ccn[nH]3)no2)cc1 (stereo not drawn)	52%[activator]
Cc1nonc1CC(=O)N[C@@H]1COCC[C@@H]1OCc1cscn1	8%
COCCNC(=O)C[C@@H]1C[C@H]2O[C@H](CNC(=O)NCCOC)[C@@H](O)[C@H]2O1	-1%[176 µM]
O=C1NC2(Cc3ccccc31)CN([S+](=O)([O-])c1cccc(C(F)(F)F)c1)C2	1%[6.33 µM]
CN(CCCNC(=O)CCC[C@H]1NC[C@@H]2C[C@H]1CN(Cc1ccccc1)C2)C1CCCCC1	?
O=C(NCc1ccc(Cl)nc1)c1ccn2cncc2c1	31%[176 µM]
COc1ccc(-c2cc(C(=O)N3CCOCC3)c3c(C4CCNC4)nn(C)c3n2)cc1 (stereo not drawn)	4%[6.33 µM]
Cc1ccc2oc(-c3ccc(Cl)cc3)cc(=O)c2c1	-71%
CC(Oc1ccc(-c2ccccc2)cc1)C(N)=O (stereo not drawn)	47%
Cc1ccc(NC(=O)O[C@@H]2CC[C@]3(C)C(CC[C@@H](O)[C@H]3CC(=O)N3CCCC3)[C@]2(C)CO)cc1 (stereo partly drawn)	1%

Grouped by structure: the entries above with an aryl methoxy group
SMILES	12-LOX inh
COc1cccc(-c2cc3c(=O)n(CCNC(=O)c4ccc(OC)c(F)c4)ccn3n2)c1	0%
COc1ccccc1N1CCN(C(=O)COCC(=O)NCCc2ccccc2)CC1	3%
COc1ccc2c(c1)[C@@H](NCc1ccccn1)[C@H](C)[C@@H](c1ccccc1)N2C(=O)NC(C)C	-16%
COc1ccc(C(=O)N2CCC(c3nn(-c4ccc(Cl)cc4)c(=O)[nH]3)CC2)cc1	35µM*
COc1ccc(C(=O)Nc2ccc(C)c3ncccc23)c(OC)c1	0%
COc1ccc(C(=O)OCCN(C)C2CN(Cc3cn(Cc4cccc(C)c4)nn3)S(=O)(=O)C2)cc1OC (stereo not drawn)	?
COc1cccc(Cn2c(=O)c(-c3noc(C)n3)c3n(c2=O)CCCCC3)c1	7%
COc1ccc(Cl)cc1C(=O)N1CCC(n2cc(-c3nc(C)no3)nn2)CC1	25%
CCc1noc(-c2cccn3c(CNC(=O)c4ccc(OC)c(F)c4)nnc23)n1	66%[activator]
COc1ccc(/C=C(/C(=O)O)c2cccs2)cc1	?
CCCn1ccc2sc(C)c(C(=O)NC(C)c3ccc(OC)c(OC)c3)c2c1=O (stereo not drawn)	-5%
COc1ccc(Cc2nc3c4c(ncn3n2)Oc2cc(O)ccc2C4c2ccc(OC)cc2)cc1 (stereo not drawn)	16%
COc1ccc(-c2cc(C(=O)N3CCOCC3)c3c(C4CCNC4)nn(C)c3n2)cc1 (stereo not drawn)	4%[6.33 µM]
